# ALOX12 inhib: inhibitors of human 12-lipoxygenase (ALOX12). AID 1452. P18054. hit rate 0.12% among 150,000. Potency, µM (series often up to 57.1 µM), for inactives: at the top dose activity change, negative = inhibition, hits mostly inhibitors. purified 12-hLO, xylenol orange hydroperoxide absorbance; further: potency means the concentration at half of the fitted maximal effect; nearly all actives have a fitted effect of over 55% in size; many of its hits are not listed in these tables
#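 Purified human 12hLO (150 nM), preincubated 15 min with compound, then 40 uM arachidonic acid for 30 min, room temperature, Hepes pH 7.0 with 0.01% Triton X-100. Hydroperoxide detected by ferrous iron/xylenol orange; 573/405 nm absorbance ratio gives reaction progress.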
# IMPase cell inh: membrane-permeable compound that blocks inositol monophosphatase; AID 901; P97697; 120,000 tested, under 10 active; CHO-M1 cells, IP1 accumulation, HTRF TR-FRET ratio; inhibition (IP1 accumulation), % at 46.1 µM; active means well fitted curve in the direction sought with a large enough effect in the signal ratio, not every such curve was filed as active; inconclusive means small, poorly fitted or top-dose-only effect, or a change in a side signal; inactive means no such curve, though single readings can be large or run the other way; the % refers to the signal ratio;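 further: cells stimulated with carbachol in lithium chloride buffer; plate controls were DMSO basal wells for no effect and reference inhibitor wells for full effect; higher means more IMPase inhibition seen as more IP1 and lower FRET ratio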
# Target sequence (P97697 whole entry, looked up): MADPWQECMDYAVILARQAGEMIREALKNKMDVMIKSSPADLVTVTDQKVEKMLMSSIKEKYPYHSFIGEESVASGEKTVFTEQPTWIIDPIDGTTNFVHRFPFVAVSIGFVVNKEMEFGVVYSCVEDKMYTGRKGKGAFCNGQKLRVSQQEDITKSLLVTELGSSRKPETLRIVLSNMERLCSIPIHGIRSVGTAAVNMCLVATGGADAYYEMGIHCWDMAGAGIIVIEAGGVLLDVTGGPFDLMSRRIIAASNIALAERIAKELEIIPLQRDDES
#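 CHO-M1 cells (CHO stably expressing M1 receptor), compound up to 46 uM final, stimulated with carbachol (50 uM as added) in buffer with 50mM LiCl, pH 7.4, 30 min at 37C. Cytosolic IP1 read by TR-FRET; AC50 from Hill fits.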
# PNC inhibitor: blocks assembly of the perinucleolar compartment; PC3M PTB-GFP, PNC prevalence imaging, 16 h; stronger effect = lower value; hit rate 3.1% among 140,000; AID 2417; activity change (PNC), negative = inhibition, % at 10 µM;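 active means readout at or below -70, meaning at least 70% loss of cells showing the perinucleolar compartment, a nuclear body marking cancer cells; inconclusive means readout between -30 and a set limit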;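 further: plate controls were DMSO wells for no effect and camptothecin positive control wells for full effect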
#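 Read-out is percentage of cells bearing a perinucleolar compartment, from automated 20x imaging of fixed, Hoechst-stained PC3M PTB-GFP cells. Cells were seeded 4 h, then exposed 16 h to compound (23 nl of library stock) in duplicate plates.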
# ALOX15B inhib: 15-hLO-2 (ALOX15B) enzyme inhibition. O15296. Potency, µM (titrated, usually from 57.1 µM), without a hit: at the highest dose activity change, negative = inhibition, hits mostly inhibitors. purified 15hLO-2, xylenol orange hydroperoxide absorbance. hit rate 0.56% among 110,000; further: potency means the concentration at half of the fitted maximal effect; nearly all actives have a fitted effect of over 60% in size; many of its hits are not listed in these tables
# Target sequence (O15296 whole entry, looked up): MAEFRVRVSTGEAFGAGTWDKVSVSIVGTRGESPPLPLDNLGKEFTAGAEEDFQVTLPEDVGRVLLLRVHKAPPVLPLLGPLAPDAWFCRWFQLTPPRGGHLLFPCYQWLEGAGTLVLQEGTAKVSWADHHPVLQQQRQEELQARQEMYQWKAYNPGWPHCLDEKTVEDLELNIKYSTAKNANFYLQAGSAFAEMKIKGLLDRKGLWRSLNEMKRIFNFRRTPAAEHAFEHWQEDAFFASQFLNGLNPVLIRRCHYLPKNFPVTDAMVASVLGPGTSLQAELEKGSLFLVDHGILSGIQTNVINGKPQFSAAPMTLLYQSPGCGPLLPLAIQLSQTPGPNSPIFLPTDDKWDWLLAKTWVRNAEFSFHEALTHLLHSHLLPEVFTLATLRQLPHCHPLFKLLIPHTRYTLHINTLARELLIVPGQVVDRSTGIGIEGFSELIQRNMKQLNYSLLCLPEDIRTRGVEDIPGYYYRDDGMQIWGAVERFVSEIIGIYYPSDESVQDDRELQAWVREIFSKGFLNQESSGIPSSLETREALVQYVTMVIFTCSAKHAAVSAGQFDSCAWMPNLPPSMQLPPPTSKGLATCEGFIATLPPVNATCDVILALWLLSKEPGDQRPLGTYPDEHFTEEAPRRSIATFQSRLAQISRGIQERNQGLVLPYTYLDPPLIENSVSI
#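 Purified human 15hLO-2 (50 nM final) preincubated with compounds 15 min at room temperature in 25 mM Hepes pH 7.5, 0.01% Triton X-100, then 45 uM arachidonic acid added for 90 min; hydroperoxide detected via ferrous/xylenol orange, 573/405 nm absorbance ratio.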
# An asterisk follows results filed as active; ? = inconclusive; / = no result given; & = joins results of further samples; [ ] = another dose, or the depositor's remark. Unless noted, the call rests on the fitted dose curve; in most records, active means well fitted curve in the direction sought with a large enough effect; inconclusive means small, poorly fitted or top-dose-only effect, or another doubt; inactive means no such curve, though single readings can be large; an effect the other way counts as inactive or inconclusive. Unless noted, on the % scale 0 is the no-effect control and ±100 the full control effect. Only part of the results is shown, so the mix of outcomes need not match the whole.
# A first look:
1) O=C(O)Cc1ccc(C(=O)c2ccccc2)s1
2) COCC(C)n1c(SCC(=O)N2CCCCC2)nc2ccccc2c1=O (stereo unspecified)
3) CCOC(=O)c1cccc(NC(=O)Cn2cc3c(n2)CCC(C)C3)c1 (stereo unspecified)
4) O=S(=O)(NC1CCCCC1)c1ccc(F)c2ccccc12
5) Cc1cc2c3nonc3ccc2n1-c1ccccc1
6) Cc1ccc(-c2nc3ccc(NS(=O)(=O)c4ccccc4)cc3[nH]2)o1
7) O=C1CSC(c2cccc(F)c2)N1c1ccccc1F (stereo unspecified)
8) COc1cccc(OC)c1C(=O)Nc1nc2ccc(S(C)(=O)=O)cc2s1
9) Cn1cccc1C(=O)C(=O)Nc1ccccc1
10) COC(=O)c1[nH]c2cc(OC)ccc2c1N
Compound,1,2,3,4,5,6,7,8,9,10
PNC inhibitor,30,14,-2,?,-9,52,-8,-25,35,?
ALOX12 inhib,-7%,-1%,4%,-5%,0%,1%,7%,-4%,6%,-26%
ALOX15B inhib,-4%,-5%,/,-11%,-8%,-7%,7%[2.29 µM],-7%,-7%,-25%
IMPase cell inh,-10,8,7,-2,-6,6,11,-21,0,?

11) CCOc1ccccc1NC(=O)CSc1nccn1-c1ccccc1
12) O=C(c1ccccc1F)N(Cc1ccc2c(c1)OCO2)Cc1cc2cc3c(cc2n2nnnc12)OCO3
13) COc1c(/C=N/NC(N)=S)c(C)nn1-c1ccccc1
14) O=C(O)CCCC(=O)Nc1ccc(Br)cc1C(=O)O
Compound,11,12,13,14
PNC inhibitor,13,?,9,26
ALOX12 inhib,-3%,-3%,-1%,2%
ALOX15B inhib,6%,-4%,/,/
IMPase cell inh,-2,-20,/,-1

# This part in full, from the first entry:
1) O=C(O)Cc1ccc(C(=O)c2ccccc2)s1
2) COCC(C)n1c(SCC(=O)N2CCCCC2)nc2ccccc2c1=O (stereo unspecified)
3) CCOC(=O)c1cccc(NC(=O)Cn2cc3c(n2)CCC(C)C3)c1 (stereo unspecified)
4) O=S(=O)(NC1CCCCC1)c1ccc(F)c2ccccc12
5) Cc1cc2c3nonc3ccc2n1-c1ccccc1
6) Cc1ccc(-c2nc3ccc(NS(=O)(=O)c4ccccc4)cc3[nH]2)o1
7) O=C1CSC(c2cccc(F)c2)N1c1ccccc1F (stereo unspecified)
8) COc1cccc(OC)c1C(=O)Nc1nc2ccc(S(C)(=O)=O)cc2s1
Compound,1,2,3,4,5,6,7,8
PNC inhibitor,30,14,-2,?,-9,52,-8,-25
ALOX12 inhib,-7%,-1%,4%,-5%,0%,1%,7%,-4%
ALOX15B inhib,-4%,-5%,/,-11%,-8%,-7%,7%[2.29 µM],-7%
IMPase cell inh,-10,8,7,-2,-6,6,11,-21

9) Cn1cccc1C(=O)C(=O)Nc1ccccc1
10) COC(=O)c1[nH]c2cc(OC)ccc2c1N
11) CCOc1ccccc1NC(=O)CSc1nccn1-c1ccccc1
12) O=C(c1ccccc1F)N(Cc1ccc2c(c1)OCO2)Cc1cc2cc3c(cc2n2nnnc12)OCO3
13) COc1c(/C=N/NC(N)=S)c(C)nn1-c1ccccc1
14) O=C(O)CCCC(=O)Nc1ccc(Br)cc1C(=O)O
15) CCc1c(O)nc(SCC(=O)N2CCOCC2)n(-c2ccccc2)c1=O
16) CCN(CC)/C(=N/O)NC(=O)NS(=O)(=O)c1ccc(C)cc1
Compound,9,10,11,12,13,14,15,16
PNC inhibitor,35,?,13,?,9,26,-29,26
ALOX12 inhib,6%,-26%,-3%,-3%,-1%,2%,1%,1%
ALOX15B inhib,-7%,-25%,6%,-4%,/,/,-6%,-2%
IMPase cell inh,0,?,-2,-20,/,-1,-1,10

17) Cc1ccc(-c2nc(N/N=C/c3ccccc3[N+](=O)[O-])c3ccccc3n2)cc1
18) CC(C(=O)Nc1ccc([N+](=O)[O-])cc1)N1CCN(C/C=C/c2ccccc2)CC1 (stereo unspecified)
19) COc1cccc(NC(=S)NN2CCN(C)CC2)c1
20) Cc1ccc(S(=O)(=O)NC(c2ccccc2)C(C)C(=O)n2nc(C)cc2C)cc1 (stereo unspecified)
21) O=C(NCc1ccco1)C(c1ccco1)N(Cc1cccs1)C(=O)Cn1nnc2ccccc21 (stereo unspecified)
22) CC(C)CNC(=O)C1CCCN(S(=O)(=O)c2ccc(-n3cnnn3)cc2)C1 (stereo unspecified)
23) N[C@@H](Cc1cc(CP(=O)(O)O)cc(-c2ccccc2Cl)c1)C(=O)O
24) CCOc1ccc(N2C(=O)C3C(C2=O)C3(c2ccccc2)c2ccccc2)cc1 (stereo unspecified)
Compound,17,18,19,20,21,22,23,24
PNC inhibitor,-18,20,41,?,-21,?,/,29
ALOX12 inhib,-3%,0%,-5%,-1%,-3%,4%,-3%,-4%
ALOX15B inhib,-27%,/,3%,-12%,/,-2%,5%,/
IMPase cell inh,-6,6,-17,12,21[0.0738 µM],5,-1,/

25) Cn1c(N)c(C(=O)COC(=O)c2cc(C3CC3)nc3ccccc23)c(=O)n(Cc2ccccc2)c1=O
26) COc1ccc2c(c1)-c1nc(/N=C/c3cccc(OC)c3O)sc1CC2
27) CCC(C)N1C(=O)CCC1C(=O)NCc1ccc2c(c1)OCO2 (stereo unspecified)
28) Cc1cccc(-n2c(-c3ccco3)nc3nc4ccccc4nc32)c1
29) COc1ccc(/C=C/C(=O)Nc2cccc(N3CCOCC3)c2)cc1OC
30) O=C(NNS(=O)(=O)c1ccccc1C(F)(F)F)c1cccc(S(=O)(=O)Nc2ccccc2Cl)c1
31) CC1CN(CC(O)COc2ccccc2C(C)(C)C)CC(C)O1 (stereo unspecified)
32) N#C/C(Cn1c[n+](NC(=O)Nc2ccccc2)cn1)=N/O
Compound,25,26,27,28,29,30,31,32
PNC inhibitor,32,-23,33,2,?,?,7,16
ALOX12 inhib,-4%&1%,-26%,-7%,3%,-4%,-4%,-4%,-11%
ALOX15B inhib,31%[activator],/,5%,-4%,/,/,33%[activator],3%
IMPase cell inh,/,/,4,-4,/,/,0,4

33) O=C(CN1CCN(c2ccc(O)cc2)CC1)NC1CCCc2ccccc21 (stereo unspecified)
34) COc1ccc(OC)c(NC(=O)c2ccc(NS(C)(=O)=O)cc2)c1
35) NC(=O)c1nn(-c2ccccc2)nc1NC(=O)CN1CCCCC1
36) CCOc1ccc(C(=O)NCCn2cc(SCC(=O)Nc3cc(C)on3)c3ccccc32)cc1
37) O=[N+]([O-])c1cccc(S(=O)(=O)c2ccc(N3CCCCC3)c([N+](=O)[O-])c2)c1
38) CCC(C)NC(=O)c1ccc(N2CCC3(CC2)OCCO3)c([N+](=O)[O-])c1 (stereo unspecified)
39) Cc1cccc(NC(=O)c2cccc(Cn3cc(Br)c([N+](=O)[O-])n3)c2)c1C
40) C=CCn1c(COc2cccc3ccc(C)nc23)nnc1SCC(N)=O
Compound,33,34,35,36,37,38,39,40
PNC inhibitor,?,-20,-11,?,?,37,45,-3
ALOX12 inhib,-6%,7%,-4%,-3%,-5%,-3%,-12%,1%
ALOX15B inhib,/,-4%,2%,-7%,/,/,-22%,1%
IMPase cell inh,/,6,-4,0,-1,/,-9,-5

41) C[C@H]1CN(S(=O)(=O)c2cccc3cnccc23)CCN1
42) Cn1c(SCC(=O)N2c3ccccc3CCc3ccccc32)nnc1-c1cc2ccccc2cc1O
43) CCOC(=O)CSc1nc(NC#N)nc(N(CC)CC)n1
44) CC(C)(C)c1cc(C(=O)N/N=C/c2ccc(O)cc2)n(-c2ccccc2)n1
45) COc1ccc2cc3cc(C(=O)Nc4ccc5c(c4)OCO5)oc3nc2c1
46) O=C1c2ccccc2C(=O)N1OS(=O)(=O)c1ccccc1
47) O=C(CSc1nnnn1-c1ccccc1)Nc1ccc(Cl)cn1
48) COc1ccc(NC(=O)c2ccccc2-c2ccc(C(F)(F)F)cc2)cc1S(=O)(=O)N1CCOCC1
Compound,41,42,43,44,45,46,47,48
PNC inhibitor,/,-4,-11,33,56,?,?,?
ALOX12 inhib,-4%,-2%,-4%,-5%,8%,-4%,-6%,1%
ALOX15B inhib,8%,/,/,/,?,/,-3%,/
IMPase cell inh,-5,-6,/,/,-3,15,5,/

# 3 entries from above, ordered by SMILES length, highest first.
25) Cn1c(N)c(C(=O)COC(=O)c2cc(C3CC3)nc3ccccc23)c(=O)n(Cc2ccccc2)c1=O
6) Cc1ccc(-c2nc3ccc(NS(=O)(=O)c4ccccc4)cc3[nH]2)o1
3) CCOC(=O)c1cccc(NC(=O)Cn2cc3c(n2)CCC(C)C3)c1 (stereo unspecified)
Compound,25,6,3
PNC inhibitor,32,52,-2
ALOX12 inhib,-4%&1%,1%,4%
ALOX15B inhib,31%[activator],-7%,/
IMPase cell inh,/,6,7

# More entries follow:
49) CCOC(=O)c1sc(SCC(=O)Nc2ccc(N(C)C)cc2)nc1N
50) O=C(Cn1cnc2c(oc3ccccc32)c1=O)N1CCCc2ccccc21
51) CCOC(=O)C1(C)/C(=N/Nc2ccccc2Cl)C(=O)C(=O)N1c1ccccc1 (stereo unspecified)
52) CCn1c(NCc2ccccc2NS(=O)(=O)c2ccc(C)cc2)nc2ccccc21
53) CCOc1ccc(C(=O)Nc2ccc3c(c2)OCO3)cc1OCC
54) Nc1cc(=O)[nH]c(SCc2nnnn2-c2ccc(Cl)cc2)n1
55) C=CCNc1nc(-c2cc3ccccc3o2)cs1
56) COc1cccc(-c2cc(C(=O)N3CC4(C)CC3CC(C)(C)C4)no2)c1 (stereo unspecified)
Compound,49,50,51,52,53,54,55,56
PNC inhibitor,?,?,-24,-17,?,69,-19,?
ALOX12 inhib,-1%,0%,?,-1%,-1%,3%,-4%,-14%
ALOX15B inhib,?,0%,?,/,-3%,/,/,12%
IMPase cell inh,11,-2,7,0,3,/,1,4

57) Cc1cc(=O)[nH]c(SC(C(=O)O)c2ccccc2)n1 (stereo unspecified)
58) COc1ccc(N/C=C/C(=O)c2sc(-c3ccccc3)nc2C)cc1
59) O=C1Cc2ccccc2C(c2ccccc2)N1 (stereo unspecified)
60) OB(O)c1cc2ccccc2s1
61) COc1ccc(C(=O)NCc2c(CC(C)C)oc(C)c2C(=O)O)cc1
62) COc1ccc(N2CCC(CNC(=S)Nc3cccc(C)c3)C2)cc1 (stereo unspecified)
63) Cc1ccccc1-n1c(-c2csc3ccccc23)n[nH]c1=S
64) CC(C(=O)O)N1C(=O)/C(=C/C=C/c2ccco2)SC1=S (stereo unspecified)
Compound,57,58,59,60,61,62,63,64
PNC inhibitor,23,14,-8,/,15,-3,?,-29
ALOX12 inhib,-2%,-2%,-6%,0%,0%,-30%,2%,-22%
ALOX15B inhib,/,2%,2%,-1%,-3%,/,/,-13%
IMPase cell inh,/,-1,-8,/,13,/,/,-10

65) CCc1ccccc1NC(=O)CSc1n[nH]c(C)c1[N+](=O)[O-]
66) c1ccc(-c2n[nH]nc2-c2ccccc2)cc1
67) O=C(NC1CCCCC1)C(c1ccc(F)cc1)N(CCc1ccccc1)C(=O)CN1C(=O)c2ccccc2S1(=O)=O (stereo unspecified)
68) O=C(COC(=O)c1cccnc1)Nc1ccc(F)cc1
69) CCOc1ccc(CC(=O)C2C(=O)CCCC2=O)cc1OCC
70) O=C(CC(c1ccc(F)cc1)c1ccco1)N1CCCC1 (stereo unspecified)
Compound,65,66,67,68,69,70
PNC inhibitor,59,5,16,7,50,-30
ALOX12 inhib,5%,-2%,0%,-1%,-3%,-10%
ALOX15B inhib,/,-9%,/,2%,/,-17%
IMPase cell inh,/,5,/,3,2,5

# Source: PubChem
